Tau fil binding = binders of human tau filaments; Potency, µM (highest dose often 57.1 µM), for the others: top-dose activity change, negative = inhibition; P10636; 2% of 71,000 active; AID 596; recombinant tau filaments, thioflavin S fluorescence, 15 h; filaments grown with octadecylsulfate alongside compound;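 further: potency means the concentration at half of the fitted maximal effect; on the % scale 0 is the no-effect control and ±100 the full control effect; actives lower thioflavin S fluorescence by blocking filaments or displacing dye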
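Thioflavine S fluorescence (ex 450, em 510 nm) reports filaments formed from 1 uM human tau plus 30 uM ODS over 15 h at 37 C (10 mM HEPES pH 7.4, 100 mM NaCl, 5 mM DTT); compounds displacing dye or blocking filaments lower signal.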
UbGFP stabilizer = proteasome inhibitors stabilizing ubiquitin-GFP reporter | 67,000 tested, under 10 active | Potency, µM (top dose mostly 45.9 µM), for the others: at the top dose activation (GFP accumulation), most hits filed as activators | Ubiquitin-GFP reporter cells, proteasome inhibition, GFP fluorescence; response scale: untreated = 0%, 10 µM MG-132 = 100% | AID 526; active means well fitted activation curve with a large enough effect, not every such curve was filed as active; inconclusive means small, poorly fitted or top-dose-only effect, or another doubt; inactive means no such curve, though single readings can be large or run the other way; further: potency means the concentration at half of the fitted maximal effect
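U2OS Ub(G76V)-GFP reporter; O/N plating, 0.5% FBS; cpd 46 uM–2.9 nM, 4 h, 37 °C; GFP+ cell count, 488/515 nm; norm. to basal vs 10 uM MG-132; CRC fit.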
ERK AVP block = inhibitors of vasopressin-stimulated ERK signaling pathway; HEK293-V1b, vasopressin-stimulated pERK AlphaScreen; 0.99% of 72,000 active; Potency, µM (top dose mostly 57.5 µM), for inactives: top-dose activity, negative = inhibition, usual class: inhibitors; further: potency means the concentration at half of the fitted maximal effect; on the % scale 0 is the no-effect control and ±100 the full control effect; nearly all actives have a fitted effect of over 55% in size
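V1b-HEK293 cells; cpd 30 min 37C; 25 nM vasopressin 5 min; lyse 10 min; AlphaScreen beads 5 hr RT. Normalized to DMSO basal and 25 nM vasopressin; AC50 by Hill fit.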
Hsp90 Hop PPI = changes Hsp90-Hop TPR2A binding signal, up or down; AlphaScreen TPR2A-His6 binding biotin-Hsp90 C-terminal peptide; Potency, µM (titrated, usually from 57 µM), for the others: at the top dose activity change, negative = inhibition; 0.44% of 71,000 active; active means well fitted curve in either direction with a large enough effect; inconclusive means small, poorly fitted or top-dose-only effect, or another doubt; further: potency means the concentration at half of the fitted maximal effect; on the % scale 0 is the no-effect control and ±100 the full control effect; many of its hits are not listed in these tables
CRE Fsk mod = CRE-bla signaling modulation under forskolin stimulation. CHO CRE-bla reporter (cAMP response element driving beta-lactamase), forskolin EC10, beta-lactamase ratio. Potency, µM (highest dose often 38.2 µM), without a hit: top-dose activity change, negative = inhibition, most hits filed as activators. 2.5% of 71,000 active; active means well fitted activation curve with a large enough effect in the signal ratio, with a control signal flat, not every such curve was filed as active; inconclusive means small, poorly fitted or top-dose-only effect, or effect the other way, or a change in a side signal; the % refers to the signal ratio; further: potency means the concentration at half of the fitted maximal effect; % of control where 0% means no effect
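Reporter-gene assay: CHO cells with beta-lactamase behind cAMP responsive elements, co-treated with compound and EC10 NKH 477 for 3 hours at 37 degrees Celsius. Activity came from the 460/530 nm CCF4 emission ratio.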
Luciferase inh = firefly luciferase inhibition; purified firefly luciferase, luminescence, 8 min; 2.2% of 72,000 active; P08659; AID 411; Potency, µM (series often up to 57.1 µM), inactives show top-dose activity change, negative = inhibition, actives largely listed as inhibitors; further: potency means the concentration at half of the fitted maximal effect; on the % scale 0 is the no-effect control and ±100 the full control effect; nearly all actives have a fitted effect of over 40% in size
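Inhibition of light generation by firefly luciferase from ATP and luciferin was profiled with concentration-response curves per sample, ATP held at 10 uM within the enzyme's linear range. Plates were read by luminescence after an 8-minute ambient incubation.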
HBB splicing = modulators of hemoglobin beta chain splicing; 0.06% of 65,000 active; AID 925; HBB splicing reporter cell assay, activation; EGFP reporter with mutant IVS2-654 intron; response scale: normalised to 500 nM splice-correcting PNA; Potency, µM (doses to about 46.1 µM), without a hit: top-dose activation, most hits filed as activators; further: potency means the concentration at half of the fitted maximal effect; 0% is about no effect
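Compounds were applied for 2 days to HeLa EGFP-654 cells, 500/well in Optimem with 2% FCS. The reporter's EGFP is disrupted by mis-splicing of beta-globin intron IVS2-654. Readout: summed well GFP fluorescence from 488 nm laser scanning; reference was 500 nM antisense […] 654 PNA.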
DNA Pol III inh = inhibitors of bacterial DNA polymerase III holoenzyme. Potency, µM (doses to about 57.1 µM), inactives show at the top dose activity change, negative = inhibition. 0.25% of 71,000 active. AID 603. reconstituted DNA polymerase III holoenzyme replication, biochemical; further: potency means the concentration at half of the fitted maximal effect; on the % scale 0 is the no-effect control and ±100 the full control effect
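Reconstituted *E. coli* holoenzyme (0.35 nM Pol III, 1 nM beta, 154 nM SSB, 2 nM primase) was preincubated with compound for 15 min at RT. Synthesis on 1.4 nM ssM13Gori ran 35 min, then was stopped with PicoGreen/EDTA and read as dsDNA fluorescence.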
Epigenetic mod = epigenetic modulators derepressing GFP locus in mouse cells; Potency, µM (top dose mostly 46.1 µM), without a hit: top-dose GFP derepression (activation); 0.09% of 68,000 active; mouse C127i GFP locus derepression, cytometry, 30 h; further: % of control where 0% means no effect
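Murine C127i mammary cells carrying a silenced, stably integrated CMV-driven GFP reporter were treated with compound for 30 hours at 37 C. After PBS washes, GFP-positive cells were counted by laser-scanning microplate cytometry.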
HADH2 inhib = blocks human hydroxyacyl-CoA dehydrogenase type II. 3.4% of 73,000 active. recombinant HADH2, NADH fluorescence, beta-hydroxybutyryl-CoA. Q99714. Potency, µM (doses to about 57.1 µM), for the others: top-dose activity change, negative = inhibition, actives largely listed as inhibitors; further: potency means the concentration at half of the fitted maximal effect; on the % scale 0 is the no-effect control and ±100 the full control effect; nearly all actives have a fitted effect of over 60% in size; many of its hits are not listed in these tables
Target sequence (Q99714 whole entry, looked up, one chain of several): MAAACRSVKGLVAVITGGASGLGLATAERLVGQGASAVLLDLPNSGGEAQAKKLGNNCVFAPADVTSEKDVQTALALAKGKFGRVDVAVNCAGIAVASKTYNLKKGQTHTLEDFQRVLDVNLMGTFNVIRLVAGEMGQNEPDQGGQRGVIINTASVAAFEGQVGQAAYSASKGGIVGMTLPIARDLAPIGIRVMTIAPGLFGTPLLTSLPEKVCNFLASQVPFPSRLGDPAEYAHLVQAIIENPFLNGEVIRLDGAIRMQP
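Activity measured as NADH fluorescence gain (360/450 nm), taken as the change between first and last reads of a 4-min kinetic run. Conditions: pH 9.0 Tris buffer, 20 nM E. coli-expressed His-tagged enzyme, 1 mM NAD+, 90 uM beta-hydroxybutyryl-CoA; 15-min compound preincubation.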
ALOX15 inhib = 15-hLO (ALOX15) enzyme inhibition | P16050 | purified 15hLO-1, xylenol orange hydroperoxide absorbance | Potency, µM (doses to about 57.1 µM), inactives show at the highest dose activity change, negative = inhibition, usual class: inhibitors | 1.4% of 74,000 active; further: potency means the concentration at half of the fitted maximal effect; on the % scale 0 is the no-effect control and ±100 the full control effect; nearly all actives have a fitted effect of over 55% in size
Target sequence (P16050 whole entry, looked up): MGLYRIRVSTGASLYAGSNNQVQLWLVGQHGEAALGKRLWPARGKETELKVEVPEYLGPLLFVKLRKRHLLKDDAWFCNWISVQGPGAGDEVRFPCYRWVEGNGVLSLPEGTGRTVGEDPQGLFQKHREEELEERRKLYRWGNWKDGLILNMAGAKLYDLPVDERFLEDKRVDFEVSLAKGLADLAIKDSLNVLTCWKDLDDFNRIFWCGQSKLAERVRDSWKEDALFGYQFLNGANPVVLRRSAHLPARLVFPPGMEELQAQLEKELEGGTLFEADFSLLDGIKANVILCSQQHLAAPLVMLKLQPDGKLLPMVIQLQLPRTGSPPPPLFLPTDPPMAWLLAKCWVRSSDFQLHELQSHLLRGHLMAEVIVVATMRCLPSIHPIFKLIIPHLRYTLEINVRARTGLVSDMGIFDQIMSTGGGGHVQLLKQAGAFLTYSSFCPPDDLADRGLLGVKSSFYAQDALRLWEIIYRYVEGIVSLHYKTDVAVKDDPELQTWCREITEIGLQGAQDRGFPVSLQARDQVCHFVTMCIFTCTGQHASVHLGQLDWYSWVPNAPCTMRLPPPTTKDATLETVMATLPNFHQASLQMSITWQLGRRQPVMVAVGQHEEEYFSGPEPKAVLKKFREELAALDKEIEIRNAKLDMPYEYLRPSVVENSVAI
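Hydroperoxide formed from arachidonic acid (50 uM) by purified human 15hLO-1 (40 nM) oxidizes ferrous iron, and the ferric-xylenol orange complex is read at 573 versus 405 nm. Compounds were preincubated 15 min; reaction ran 6 min at room temperature.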
* marks the source's active call; other numbers are inactive results; ? = inconclusive; nt = not tested or not shown; [ ] = another dose, or the depositor's remark. Unless noted, the call rests on the fitted dose curve; in most records, active means well fitted curve in the direction sought with a large enough effect; inconclusive means small, poorly fitted or top-dose-only effect, or another doubt; inactive means no such curve, though single readings can be large; an effect the other way counts as inactive or inconclusive. The list is partial (hit frequency here may not be typical).

Every second line gives: Tau fil binding	UbGFP stabilizer	ERK AVP block	Hsp90 Hop PPI	CRE Fsk mod	Luciferase inh	HBB splicing	DNA Pol III inh	Epigenetic mod	HADH2 inhib	ALOX15 inhib
Cc1ccc(Nc2nc(N3CCOCC3)nc(N3CCOCC3)n2)cc1
→ 80%	22%	-17%	-1%	-8%	1%	-0.3%[9.22 µM]	2%	-2%	5%	7%
Cc1ccc(C2N(c3cccc(Cl)c3)C(=O)C3CCCN32)o1 (centres undefined)
→ -15%	0%	-5%	-1%	-7%	2%	-1.3%	-8%	-3%	0%	1%
N=C1[C@@H](O)[C@]2(I)c3ccccc3N3C(=N)[C@H](O)[C@@H]4c5ccccc5N1[C@@H]4[C@@H]32
→ 1µM*	3%[9.17 µM]	14%[11.5 µM]	-29%[11 µM]	-19%[7.6 µM]	-7%[11.4 µM]	1.7%[9.22 µM]	-11%[11.4 µM]	10%[9.22 µM]	?	?
CC(C)(C)OC(=O)N1CCCC1C(=O)N1CCc2ccccc21 (centres undefined)
→ 6%	-5%	11%	-4%	-18%	3%	-2.3%	-4%	10%	3%	6%
COc1ccc(-c2nn(-c3ccccc3)cc2CO)cc1OC
→ 14%[11.4 µM]	-5%[9.17 µM]	-28%	-8%[11 µM]	?	-23%	-1.4%[0.0738 µM]	-2%[11.4 µM]	0%	20%[11.4 µM]	3%[11.4 µM]
CC(C)Cc1cc(C(=O)N2CCN(c3ccc(F)cc3)CC2)no1
→ -9%	17%	-4%	-4%[2.3 µM]	-1%	3%	-0.4%	-8%	nt	14%	-9%
CN1CCc2c(sc(NC(=O)c3ccc(S(=O)(=O)N4CCOCC4)cc3)c2C(N)=O)C1
→ 261%	1%	nt	-3%	0%	1%	3.4%	-11%	nt	?	?
CCc1cccc(NC(=O)C2CCCC2)c1
→ 10%	0%	-4%	2%	1%	1%	-0.1%	-5%	2%	6%	-3%
CCOC(=O)Cn1cnc2c(nnn2-c2ccc(OC)cc2)c1=O
→ 8%	9%	-8%	-2%	?	-3%	1.3%[1.84 µM]	-3%	0%	-1%	2%
O=C(O)CSc1nnc(CNc2ccccc2Cl)n1-c1ccccc1
→ -12%	5%	19%	1%	-6%	1%	nt	-15%	1%	11%	3%
N#CCCC12CCCCC1=Nc1ccccc12 (centres undefined)
→ 21%	-4%	2%	-2%	-10%	0%	1.1%	-9%	0%	12%	5%
CCOCCn1c(CN2CCN(c3ccccc3)CC2)nc2c1c(=O)n(C)c(=O)n2C
→ -13%	9%	-13%	-4%	5%	4%	2.4%[1.84 µM]	1%	3%	10%	5%
COc1cccc(NC(=O)Nc2cc(C)ccc2F)c1
→ 37%	-3%	-9%	6%	-4%	-18%	-0.2%	-8%	0%	12%	-6%
CCN(CC)c1nc2ccccc2nc1C(C#N)C(=O)NCCc1ccccc1 (centres undefined)
→ 444%	?	9%	9%	?	1%	3.1%[1.84 µM]	-3%	4%	11%	-4%
CC(=O)c1c(C)n(C)c2ccc(OC(=O)c3ccco3)cc12
→ -4%	-7%	-22%	0%	2%	-1%	nt	1%	-2%	2%	-4%

The listing continues:
Every second line gives: Tau fil binding	UbGFP stabilizer	ERK AVP block	Hsp90 Hop PPI	CRE Fsk mod	Luciferase inh	HBB splicing	DNA Pol III inh	Epigenetic mod	HADH2 inhib	ALOX15 inhib
O=S(=O)(NCC1CCCO1)c1cccc(C(F)(F)F)c1 (centres undefined)
→ 4%	-4%	-5%	-6%	1%	0%	0.1%[57.5 µM]	1%	-1%	-7%	0%
CN(C)c1ncnc2ccc(-c3cccnc3)cc12
→ -1%	-1%	?	-8%	3.2µM*	1%[2.29 µM]	0.8%	-8%	-3%[9.22 µM]	-20%	-21%
CCOc1cc(N2CCOCC2)c(OCC)cc1NC(=O)CSc1cccc[n+]1[O-]
→ -4%	2%	7%	-1%	5%	3%	-4.6%	-7%	0%	-7%	-21%
CCn1c(SCC(=O)Nc2nc3ccc(C)cc3s2)nc2c(c1=O)SC(C)C2 (centres undefined)
→ 73%	8%	23%	-21%	8%	-1%	-0.7%	11%	-1%	0%	?
CCOc1ccc(NC(=O)C(CC)NC(=O)c2ccccc2CO)cc1 (centres undefined)
→ 5%	5%	18%	2%	?	2%	-1.0%	4%	-1%	-1%	-7%
C=CCn1c(=N)n(CC(O)c2ccco2)c2ccccc21 (centres undefined)
→ 158%	2%	-8%	-5%	8%	-22%	-1.6%	-3%	3%	-2%	-9%
COC(=O)[C@@]1(Cc2ccc(F)cc2)[C@H]2c3cc(C(=O)N(C)C)n(C)c3C[C@H]2CN1C(=O)c1ccccc1
→ 13%	nt	1%	-1%	-20%	nt	-0.8%	-8%	nt	11%	nt
COc1ccc(-n2nc(C(=O)NCc3ccco3)c3c4ccccc4n(C)c3c2=O)cc1Cl
→ 23%	-11%	-8%	0%	26%	2%	-0.9%	-1%	1%	25µM*	-17%
COc1ccc(Oc2nc(Oc3ccc(OC)cc3)nc(Oc3ccc(OC)cc3)n2)cc1
→ 99%	-4%	-21%	-3%	4%	-4%	-0.3%	-7%	-2%	11%	14%
COc1ccc(OC)c(NC(=O)c2nnn(Cc3ccc(Br)cc3F)c2N)c1
→ 398%	-11%	-10%	-4%[2.3 µM]	1%	4%	-0.5%	0%	nt	16%	-12%
C/C=C/c1ccc(OCCn2cncn2)c(OC)c1
→ -5%	-3%	-9%	-5%	25%	0%	2.2%	0%	0%	0%	-5%
CC(C)[C@@H](C(=O)NCC1CCC(C(=O)O)CC1)n1nnc2ccccc2c1=O (some centres undefined)
→ -6%	1%	-13%	-3%	7%	1%	1.9%[57.5 µM]	-11%	2%	-1%	1%
O=C(Cn1nnc2c(cnn2-c2ccc(F)cc2)c1=O)OC1CCCCC1
→ 20µM*	-2%	7%	?	16%	-6%	nt	-5%	-1%	-11%	-9%
CCCCOc1ccccc1NC(=O)CC1SC(=NCC)N(CC)C1=O (centres undefined)
→ 57%[11.4 µM]	-18%[9.17 µM]	3%	7%[11 µM]	?	1%	-1.8%[0.0738 µM]	-2%[11.4 µM]	2%	-20%[11.4 µM]	-11%[11.4 µM]
CCOC(=O)c1[nH]c2ccccc2c1NC(=O)CN1CCCCC1
→ -12%	-3%	11%	-6%	5%	-1%	nt	-2%	0%	1%	3%

Four neighbouring entries out of the list so far:
Every second line gives: Tau fil binding	UbGFP stabilizer	ERK AVP block	Hsp90 Hop PPI	CRE Fsk mod	Luciferase inh	HBB splicing	DNA Pol III inh	Epigenetic mod	HADH2 inhib	ALOX15 inhib
O=S(=O)(NCC1CCCO1)c1cccc(C(F)(F)F)c1 (centres undefined)
→ 4%	-4%	-5%	-6%	1%	0%	0.1%[57.5 µM]	1%	-1%	-7%	0%
CN(C)c1ncnc2ccc(-c3cccnc3)cc12
→ -1%	-1%	?	-8%	3.2µM*	1%[2.29 µM]	0.8%	-8%	-3%[9.22 µM]	-20%	-21%
CCOc1cc(N2CCOCC2)c(OCC)cc1NC(=O)CSc1cccc[n+]1[O-]
→ -4%	2%	7%	-1%	5%	3%	-4.6%	-7%	0%	-7%	-21%
CCn1c(SCC(=O)Nc2nc3ccc(C)cc3s2)nc2c(c1=O)SC(C)C2 (centres undefined)
→ 73%	8%	23%	-21%	8%	-1%	-0.7%	11%	-1%	0%	?

Carrying on:
Every second line gives: Tau fil binding	UbGFP stabilizer	ERK AVP block	Hsp90 Hop PPI	CRE Fsk mod	Luciferase inh	HBB splicing	DNA Pol III inh	Epigenetic mod	HADH2 inhib	ALOX15 inhib
CN(Cc1ccco1)c1ncnc2ccc(-c3cccnc3)cc12
→ -1%	1%	?	-6%	?	-3%[2.29 µM]	0.5%	-3%	3%[9.22 µM]	?	?
Cc1[nH]c2ccccc2c1C(=O)COC(=O)C1CCC(=O)N1 (centres undefined)
→ 0%	2%	2%	0%	?	3%	-1.8%	-2%	0%	-8%	4%
Cn1cnnc1Sc1nc2ccccc2nc1NS(=O)(=O)c1ccccc1
→ 65%	3%	-3%	-2%	?	2%	-0.2%	-1%	1%	-7%	-4%
CCOC(=O)c1ccc(OCC(=O)c2ccc(O)cc2O)cc1
→ -1%	4%	-10%	-1%	?	-24%	1.1%[1.84 µM]	0%	3%	?	-15%
